S1P4 agonist: activates the human S1P4 receptor; S1P4-expressing cell line, agonist reporter assay; 220,000 compounds, 0.35% hits; O95977; activation, % at 4.98 µM; AID 1509; in the data active means activation above about 11%;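 further: 0% = DMSO vehicle and 100% = reference agonist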
NPY-Y1 PAM-ag: potentiates or activates human NPY-Y1 receptor. AID 1304. P25929. NPY-Y1 expressing cells, potentiator/agonist activation. activation, % at 3.6 µM. 220,000 compounds, 0.37% hits; in the data active means activation above about 33%, passing the limit was not always enough;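 further: cells stimulated with NPY at EC10 then isoproterenol at EC100; 0% = low agonist plus stimulus and 100% = saturating agonist plus stimulus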
Target sequence (P25929 whole entry, looked up): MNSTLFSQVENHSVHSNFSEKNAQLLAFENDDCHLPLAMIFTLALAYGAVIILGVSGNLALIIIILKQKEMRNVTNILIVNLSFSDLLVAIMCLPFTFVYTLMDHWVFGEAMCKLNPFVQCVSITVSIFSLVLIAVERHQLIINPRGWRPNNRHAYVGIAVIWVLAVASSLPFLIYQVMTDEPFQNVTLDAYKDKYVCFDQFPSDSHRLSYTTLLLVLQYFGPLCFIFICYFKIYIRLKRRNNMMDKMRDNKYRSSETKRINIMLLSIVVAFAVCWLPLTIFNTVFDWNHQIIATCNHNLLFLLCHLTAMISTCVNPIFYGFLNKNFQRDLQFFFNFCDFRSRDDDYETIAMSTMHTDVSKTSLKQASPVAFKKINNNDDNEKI
NPY2 pot ag: potentiators or agonists of human neuropeptide Y receptor Y2; activation, % at 3.6 µM; cells expressing NPY-Y2, potentiator/agonist read-out; AID 1359; 220,000 compounds, 0.45% hits; in the data active means activation above about 27%;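 further: cells stimulated with NPY near EC25 plus isoproterenol at EC100; 0% = vehicle plus submaximal agonist and 100% = vehicle plus saturating agonist; some results beyond the cut were filed as inactive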
zfTRPN1 agonist: activates the zebrafish TRPN1 channel. activation, % at 3 µM. AID 1424. 220,000 compounds, 0.18% hits. HEK293 zebrafish TRPN1-YFP, Fluo-8 calcium fluorescence; 100% = response to 87 µM carbachol;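 active means activation above its plate's cutoff, the mean activation of test wells on that plate plus 3 SD, cut at about 19% in these data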;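 further: 0% = DMSO alone and 100% = 87 µM carbachol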
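Assay system: Zebrafish TRPN1-YFP in HEK293 cells | Incubation: Dye loading 1 h at 37 °C, then 30 min room temperature | Measured by: Kinetic Fluo-8 fluorescence, ex 470-495, em 515-575 nm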
TRPML3 agonist: agonists of human TRPML3 channel; HEK293 TRPML3-YFP, Fluo-8 calcium fluorescence; 100% = the carbachol control signal; Q8TDD5; activation, % at 3 µM; 220,000 compounds, 0.29% hits;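 active means activation above its plate's cutoff, the mean activation of the plate's test wells plus 3 SD, cut at about 12% in these data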;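 further: 0% = DMSO only wells and 100% = carbachol wells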
Target sequence (Q8TDD5 whole entry, looked up): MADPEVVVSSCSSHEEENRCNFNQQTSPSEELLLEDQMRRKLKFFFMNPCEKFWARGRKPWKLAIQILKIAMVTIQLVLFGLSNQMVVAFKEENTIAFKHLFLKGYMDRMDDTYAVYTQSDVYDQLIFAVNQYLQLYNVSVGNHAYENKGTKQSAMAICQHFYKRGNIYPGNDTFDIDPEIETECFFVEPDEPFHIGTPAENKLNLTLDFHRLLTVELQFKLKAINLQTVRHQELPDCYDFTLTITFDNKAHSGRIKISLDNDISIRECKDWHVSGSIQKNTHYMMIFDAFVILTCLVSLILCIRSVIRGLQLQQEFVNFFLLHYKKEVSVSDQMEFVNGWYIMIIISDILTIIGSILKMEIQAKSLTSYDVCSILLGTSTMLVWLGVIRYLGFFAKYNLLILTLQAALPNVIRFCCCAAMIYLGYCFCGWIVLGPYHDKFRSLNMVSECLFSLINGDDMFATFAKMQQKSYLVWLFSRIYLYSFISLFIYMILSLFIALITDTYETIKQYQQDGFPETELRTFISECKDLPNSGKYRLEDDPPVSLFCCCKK
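Test system – HEK293 line with stable expression of human TRPML3-YFP channel · Control set – carbachol 87 µM final as high control (100%), DMSO as low control (0%) · Signal – Fluo-8 calcium dye fluorescence, ex 470-495, em 515-575 nm · Incubation – 1-h 37 °C dye load, 5-s basal, 120-s post-compound reads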
NPY Y1 blocker: antagonists of human neuropeptide Y receptor Y1; AID 1040; HEK293-CNG Y1 cells, membrane potential fluorescence; NPY at EC95, then isoproterenol; inhibition, % at 3.6 µM; 200,000 compounds, 1% hits; P25929;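 active means inhibition above the campaign mean inhibition of all tested compounds plus 3 SD, cut at about 20% in these data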;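 further: 0% = DMSO wells given NPY plus isoproterenol and 100% = isoproterenol alone without NPY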
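Material: HEK293 Y1/CNG channel cell line | Also added: NPY (25 nM), isoproterenol (1 µM), Ro 20-1724 (25 µM) | Compound: One concentration, 3.6 µM, in 0.4% DMSO | Schedule: 3 h dye uptake, 1 h room-temperature compound, 45 min post-isoproterenol | Signal: Membrane-potential fluorescent dye readout | Read-out: % inhibition of NPY effect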
S1P4 antagonist: blocks the human S1P4 receptor; S1P4-expressing cells, antagonist mode, reporter read-out; inhibition, % at 4.98 µM; 220,000 compounds, 0.26% hits; in the data active means inhibition above about 29%;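 further: 0% = wells stimulated with agonist and 100% = vehicle wells without agonist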
CHOP inh: inhibitors of CHOP induction in ER stress response | CHO-K1 CHOP-promoter luciferase, tunicamycin-induced, 15-18 h | inhibition, % at 10 µM | 220,000 compounds, 3.8% hits | AID 2732;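 active means compounds that reduced the stress-induced luciferase reporter signal by more than about 70% of percent inhibition, limit read from the data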;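 further: 0% = tunicamycin plus vehicle and 100% = wells without tunicamycin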
EP2 mod: EP2 receptor (human) modulation; P43116; EP2-expressing cells, cAMP HTRF FRET, PGE2 co-stimulation; induction, % at 25 µM; 260,000 compounds, 0.83% hits; AID 940;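 active means compounds whose cAMP rise, as percent of the full-agonist control response, exceeds 60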;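 further: rat C6 glioma line stably carrying human EP2 under a CMV promoter; the protocol text gives 20 µM as final concentration; 100% = response of wells given 1 µM PGE2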
The depositor's hits bear a star; · = no result given; & = joins results of further samples.

Field names: A = S1P4 agonist; B = NPY-Y1 PAM-ag; C = NPY2 pot ag; D = zfTRPN1 agonist; E = TRPML3 agonist; F = NPY Y1 blocker; G = S1P4 antagonist; H = CHOP inh; I = EP2 mod
1) CCC(C)Cn1c(O)cc2nn(-c3nc4ccccc4s3)c(=O)c-2c1C (stereo not drawn)
  A: 1.1	B: 14	C: -5	D: 2.5	E: 1.1	F: ·	G: -16	H: 84*	I: -17
2) Cc1cc(O)c(-c2cc(C(=O)Nc3ccc(S(=O)(=O)N4CCOCC4)cc3)[nH]n2)cc1C
  A: 1.6	B: 31	C: 7	D: 0.4	E: 0.1	F: -11	G: -16	H: 87*	I: -31
3) CC(C)c1nnc(NC(=O)CCC(=O)Nc2ccc3cn[nH]c3c2)s1
  A: 0.0	B: -4	C: 39*	D: -1.1	E: 0.5	F: ·	G: -3	H: 4	I: -9
4) NS(=O)(=O)c1ccc(CCNC(=S)NC2CCCC2)cc1
  A: 0.3	B: 12	C: 2	D: 3.0	E: 0.8	F: 3	G: -10	H: -17	I: 16
5) O=C(CCCCCNC(=S)Nc1ccccc1)C[N+](=O)[O-]
  A: 0.5	B: -6	C: 2	D: -0.4	E: -0.5	F: 1	G: -14	H: -10	I: 38
6) CCCn1c(SCC(=O)Nc2sc(C)c(C)c2C#N)nnc1C(C)C
  A: 0.6	B: 5	C: -24	D: -0.3	E: -0.9	F: -1	G: -30	H: -2	I: -36&-11
7) O=C(Cn1cnc2ccccc2c1=O)NCC1COc2ccccc2O1 (stereo not drawn)
  A: 1.2	B: -14	C: 4	D: 0.5	E: 0.7	F: 9	G: -13	H: 26	I: -16
8) COC(=O)C(C(=O)OC)c1ccc(NC(=O)c2cccc(Cl)c2)cc1
  A: -0.9	B: 14	C: 6	D: -1.4	E: 0.4	F: -6	G: -15	H: -27	I: -5
9) O=C(CSc1nnc(-c2ccccn2)n1-c1ccc(Cl)cc1)Nc1ccc2c(c1)OCO2
  A: 0.9	B: 18	C: 6	D: 1.4	E: 0.6	F: -5	G: 0	H: 6	I: 7
10) CCCCCC(=O)NC(=S)NC1C2CC3CC(C2)CC1C3 (stereo not drawn)
  A: 0.3	B: 1	C: 3	D: -0.2	E: 0.8	F: ·	G: 7	H: 9	I: -4
11) COc1cccc(NC2C=CS(=O)(=O)C2)c1 (stereo not drawn)
  A: -1.1	B: -3	C: 9	D: -0.3	E: 0.5	F: 0	G: 11	H: -2	I: 7
12) COc1cc2c(cc1OC)C(c1ccco1)CC(=O)N2 (stereo not drawn)
  A: 0.5	B: 0	C: 7	D: 1.5	E: -0.3	F: -6	G: 0	H: 21	I: -3
13) CC(c1nc2ccccc2c(=O)[nH]1)N(C)CCOc1ccc(Cl)cc1 (stereo not drawn)
  A: -0.7	B: -35	C: -23	D: -0.6	E: 0.4	F: ·	G: -18	H: 8	I: -22
14) CCOC(=O)N1CCN(C(=O)CSCc2nc(-c3ccccc3C)oc2C)CC1
  A: 1.4	B: 3	C: -3	D: -0.1	E: -0.3	F: -2	G: 8	H: 10	I: -12
15) CCc1cc(C(=O)N2CCc3c([nH]c4ccccc34)C2c2ccc(OC)cc2F)no1 (stereo not drawn)
  A: -1.1	B: 11	C: -7	D: 2.3	E: 0.5	F: 2	G: 1	H: 31	I: 8

Exported as tab-separated lines: entries from further up.
No.	structure	S1P4 agonist	NPY-Y1 PAM-ag	NPY2 pot ag	zfTRPN1 agonist	TRPML3 agonist	NPY Y1 blocker	S1P4 antagonist	CHOP inh	EP2 mod
7	O=C(Cn1cnc2ccccc2c1=O)NCC1COc2ccccc2O1 (stereo not drawn)	1.2	-14	4	0.5	0.7	9	-13	26	-16
8	COC(=O)C(C(=O)OC)c1ccc(NC(=O)c2cccc(Cl)c2)cc1	-0.9	14	6	-1.4	0.4	-6	-15	-27	-5
9	O=C(CSc1nnc(-c2ccccn2)n1-c1ccc(Cl)cc1)Nc1ccc2c(c1)OCO2	0.9	18	6	1.4	0.6	-5	0	6	7
10	CCCCCC(=O)NC(=S)NC1C2CC3CC(C2)CC1C3 (stereo not drawn)	0.3	1	3	-0.2	0.8	·	7	9	-4
11	COc1cccc(NC2C=CS(=O)(=O)C2)c1 (stereo not drawn)	-1.1	-3	9	-0.3	0.5	0	11	-2	7
12	COc1cc2c(cc1OC)C(c1ccco1)CC(=O)N2 (stereo not drawn)	0.5	0	7	1.5	-0.3	-6	0	21	-3
13	CC(c1nc2ccccc2c(=O)[nH]1)N(C)CCOc1ccc(Cl)cc1 (stereo not drawn)	-0.7	-35	-23	-0.6	0.4	·	-18	8	-22
14	CCOC(=O)N1CCN(C(=O)CSCc2nc(-c3ccccc3C)oc2C)CC1	1.4	3	-3	-0.1	-0.3	-2	8	10	-12
15	CCc1cc(C(=O)N2CCc3c([nH]c4ccccc34)C2c2ccc(OC)cc2F)no1 (stereo not drawn)	-1.1	11	-7	2.3	0.5	2	1	31	8

(more compounds)
Field names: A = S1P4 agonist; B = NPY-Y1 PAM-ag; C = NPY2 pot ag; D = zfTRPN1 agonist; E = TRPML3 agonist; F = NPY Y1 blocker; G = S1P4 antagonist; H = CHOP inh; I = EP2 mod
16) Cc1cc(C(=O)Nn2cnnc2)cs1
  A: 0.7	B: 5	C: 5	D: 0.1	E: -0.2	F: 5	G: -14	H: -3	I: 21
17) CCCCCC(=O)Nc1cccc2ccccc12
  A: 3.2	B: 2	C: -4	D: -2.2	E: -0.8	F: 0	G: -25	H: 21	I: 14
18) COc1ccccc1NC(=O)CSc1ncn[nH]1
  A: -1.2	B: 5	C: 6	D: 0.4	E: 0.5	F: 0	G: 0	H: 13	I: 6
19) O=C(c1ccc(F)cc1)N1CCN(C(=O)c2cccnc2)CC1
  A: 1.2	B: 10	C: 2	D: -0.1	E: 0.7	F: 2	G: -12	H: 15	I: 35
20) COC(=O)c1ccc(CSc2nc3ccccc3[nH]2)o1
  A: 1.2	B: 2	C: -5	D: -0.1	E: -0.5	F: 1	G: -6	H: 8	I: -27
21) CCCS(=O)(=O)N1CCC(C(=O)NCCN(CC)c2ccccc2)CC1
  A: -0.5	B: -13	C: -13	D: -0.3	E: -0.6	F: -1	G: -7	H: 3	I: 18
22) COc1ccccc1C1C(C#N)=C(N)Oc2cc(C)n(CCCn3ccnc3)c(=O)c21 (stereo not drawn)
  A: -0.3	B: 15	C: 11	D: 1.8	E: -0.1	F: -4	G: 4	H: 50	I: 6
23) CCOC(=O)C1=NNC2(c3ccc(Cl)cc3)C(=O)N(c3cc(C)cc(C)c3)C(=O)C12 (stereo not drawn)
  A: 0.6	B: -16	C: 5	D: 0.4	E: -0.1	F: 6	G: -4	H: 53	I: 30
24) O=C(Nc1ccc(Br)cc1Cl)Nn1cnnc1
  A: -3.9	B: 1	C: -1	D: -1.3	E: 0.9	F: 2	G: -8	H: -13	I: 3
25) O=C(N1CCOCC1)N(CCN1CCOCC1)Cc1cccc(Cl)c1
  A: -0.2	B: -7	C: 2	D: -0.7	E: 0.6	F: 1	G: -6	H: -12	I: -21
26) COC(=O)C1=C(C)NC(=O)/C1=C\c1cc(C)n(-c2c(C)cccc2C)c1C
  A: -5.0	B: -15	C: 7	D: -0.4	E: 1.1	F: 1	G: 10	H: 26	I: 46
27) CC(=O)Oc1ccc(C)cc1-n1nc2ccccc2n1
  A: -0.2	B: -3	C: -7	D: -1.8	E: -0.4	F: 11	G: -3	H: 10	I: 29
28) [O-][n+]1c2c(nn1-c1ccccc1Cl)-c1nonc1CC2
  A: 2.0	B: 3	C: 9	D: 1.8	E: 0.3	F: -6	G: 15	H: -17	I: -21
29) Cc1ccc2c(c1)-c1c(cnn1CC(=O)NC(C)CCc1ccco1)CO2 (stereo not drawn)
  A: 2.6	B: -21	C: 17	D: -1.7	E: -0.9	F: -3	G: -11	H: 19	I: -17
30) O=C(Oc1ccc2ccccc2c1Cl)N1CCCCCC1
  A: -4.6	B: -12	C: 12	D: -3.1	E: -0.4	F: 7	G: 6	H: -2	I: 1
31) Nc1nc(COc2ccc(F)cc2)nc(N2CCCCC2)n1
  A: 0.9	B: -7	C: -18	D: -1.3	E: 0.5	F: 11	G: -7	H: 18	I: -15
32) CC(C(=O)NCc1ccc(F)cc1)c1ccc([N+](=O)[O-])cc1 (stereo not drawn)
  A: 0.3	B: -6	C: -6	D: 1.5	E: 1.0	F: 2	G: 8	H: -5	I: -23
33) O=C(CNS(=O)(=O)c1ccc(Br)s1)NC1CCCc2ccccc21 (stereo not drawn)
  A: 1.1	B: -6	C: 2	D: -0.9	E: 0.5	F: 5	G: 11	H: 22	I: 15
34) CCC(=O)N1N=C(c2c(O)n(C)c(=O)n(C)c2=O)CC1c1ccccc1 (stereo not drawn)
  A: -0.8	B: -5	C: -9	D: 1.5	E: 0.0	F: ·	G: 14	H: 49	I: 22
35) O=C(COC(=O)c1ccccn1)Nc1ccc(S(=O)(=O)N2CCOCC2)cc1
  A: -0.9	B: 19	C: -5	D: 0.3	E: -0.1	F: -5	G: -2	H: 30	I: 9
36) O=C(CSc1n[nH]c(-c2ccccc2Br)n1)NC(=O)NCc1ccco1
  A: 0.9	B: 2	C: 7	D: -1.4	E: -0.2	F: 4	G: -1	H: 2	I: 22
37) O=C(Cn1cccc1)Nc1ccc(F)cc1F
  A: 1.4	B: 1	C: -7	D: -0.5	E: 0.8	F: -2	G: -7	H: -22	I: -32
38) O=C1CCCc2ccccc2N1Cc1cccc(F)c1
  A: -0.7	B: 6	C: -4	D: -1.9	E: -0.4	F: 1	G: 22	H: 17	I: 46
39) CON/C=C(\C=Nc1ccc(F)cc1)c1ncc(C(F)(F)F)cc1Cl
  A: -0.7	B: 1	C: -2	D: 2.2	E: 0.7	F: 16	G: -22	H: 24	I: 34
40) COc1ccc(OC)c(-c2c(=O)n(OCc3ccccc3Br)c3ccccc3[n+]2[O-])c1
  A: 0.3	B: 4	C: 8	D: -1.7	E: -1.1	F: 5	G: -27	H: 2	I: -6
41) BrCCOCCOc1ccc2ccccc2c1
  A: 2.0	B: 12	C: -1	D: 0.1	E: -0.3	F: -5	G: -1	H: -12	I: -27
42) O=C(CSc1ncccc1C(=O)O)NC12CC3CC(CC(C3)C1)C2
  A: -0.7	B: 20	C: 2	D: 0.5	E: 0.9	F: -1	G: -11	H: -6	I: 7
43) Cc1noc(NC(=O)c2ccc(Cl)c(Cl)c2)c1Cl
  A: 1.6	B: -5	C: 8	D: 6.7	E: 3.7	F: 2	G: -8	H: 8	I: -38
44) CCOc1ccc(C(=O)Nc2cc(-c3nc4ccccc4[nH]3)ccc2C)cc1[N+](=O)[O-]
  A: 0.9	B: -16	C: -23	D: -0.3	E: -0.5	F: 4	G: -21	H: 10	I: -5
45) O=C(CN1CCN(c2ccccc2)CC1)c1ccc2cc[nH]c2c1
  A: 0.0	B: 2	C: -2	D: 1.9	E: 0.5	F: 4	G: -17	H: 47	I: -25
46) Cc1ccc(/C=C/C(=O)NCCCn2ccnc2)cc1
  A: 1.5	B: 4	C: 7	D: 0.0	E: 0.2	F: 0	G: -14	H: 15	I: 19
